# APP 5'UTR act: activates APP 5'UTR luciferase reporter | SH-SY5Y APP 5'UTR luciferase reporter, luminescence; zero percent = DMSO vehicle wells | activation, % at 2 µM | actives 1% (n = 190,000) | AID 1276;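 active = activation above a set limit, based on mean plus 3 SD of controls, cut at about 140% in these data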; also: values of inactives mirror those of a sister screen read the other way
# TLR4 MyD88 comp: inhibitors of human TLR4-MyD88 binding; O00206+Q99836; inhibition, % at 8.4 µM; AID 861; actives 0.18% (n = 200,000); HeLa CL3-4 TLR4/MyD88 BLA complementation, FRET ratio; in the data active = inhibition above about 25%;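 also: 0% = vehicle and 100% = reference inhibitor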
# FLuc inh counter: inhibits firefly luciferase, flagging false hits in luciferase inhibition screens; P08659; ATPLite firefly luciferase biochemical luminescence, 10 min; inhibition, % at 10 µM; actives 1.5% (n = 200,000);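 active = inhibition above about 50% when tested at 10 µM, limit read from the data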
# Target sequence (P08659 whole entry, looked up): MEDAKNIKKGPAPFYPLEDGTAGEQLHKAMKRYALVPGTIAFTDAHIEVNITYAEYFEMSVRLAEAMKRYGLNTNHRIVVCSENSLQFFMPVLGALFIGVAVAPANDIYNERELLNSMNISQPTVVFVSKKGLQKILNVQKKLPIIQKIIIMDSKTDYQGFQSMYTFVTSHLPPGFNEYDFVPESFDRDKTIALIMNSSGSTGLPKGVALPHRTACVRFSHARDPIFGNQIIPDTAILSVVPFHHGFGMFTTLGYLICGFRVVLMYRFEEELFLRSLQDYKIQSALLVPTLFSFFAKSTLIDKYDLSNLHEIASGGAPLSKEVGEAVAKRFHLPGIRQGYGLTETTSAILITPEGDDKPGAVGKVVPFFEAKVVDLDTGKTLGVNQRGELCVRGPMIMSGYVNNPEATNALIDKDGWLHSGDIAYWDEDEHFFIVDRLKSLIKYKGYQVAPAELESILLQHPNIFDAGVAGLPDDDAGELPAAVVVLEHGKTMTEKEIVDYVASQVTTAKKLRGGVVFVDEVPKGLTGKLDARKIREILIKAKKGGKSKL
# Diaphorase act: counter-screen for diaphorase-based assays: diaphorase activators and chemical reducers | Diaphorase/resazurin coupled assay, resorufin fluorescence, 16 min; hits give high values; 1 = vehicle wells, 0 = NADH-free wells | activation factor at 20 µM | actives 0.005% (n = 190,000) | AID 1229;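 active = diaphorase activity raised at least twofold by the compound at 20 µM; inactive = activation factor below 2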
#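 Material: bacterial diaphorase enzyme (C. kluyveri); amount: enzyme 0.07 U/mL final; reagent: NADH substrate 0.114 mM plus resazurin dye 0.1 mM, final; doses: single compound dose of 20 µM, 1% DMSO final; timing: 16 min enzyme reaction, ambient temperature; measured by: fluorescence of resorufin, 544 nm excitation, 590 nm emission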
# G6PDH CS: inhibits Leuconostoc G6PDH, flagging false hits in G6PDH-based assays | inhibition, % at 5 µM | actives 0.12% (n = 200,000) | Purified L. mesenteroides G6PDH, diaphorase/resazurin coupled fluorescence, 45 min; in the data active = inhibition above about 50%
# Diaph inh CS: diaphorase inhibition or chemical oxidation counter-screen | diaphorase resazurin-to-resorufin fluorescence, NADH, 16 min; bacterial (C. kluyveri) enzyme, not human | inhibition, % at 20 µM | actives 0.69% (n = 190,000) | AID 1217;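 active = primary screen inhibition at 20 µM above a set limit, cut at about 50% in these data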;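 also: plate controls were DMSO with full reaction for no effect and wells lacking NADH for full effect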
#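 material = Clostridium kluyveri diaphorase enzyme | amount = 0.14 U/mL diaphorase, enzyme working solution | schedule = incubation 16 min, room temperature | detection = fluorescence of resorufin formed from resazurin, Ex 544/Em 590 nm | benchmarks = positive control minus NADH, DMSO neutral control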
# FLuc act counter: firefly luciferase counter-screen for stimulation assays; AID 1027; 200,000 tested, under 10 active; activation factor at 10 µM; ATPlite luciferase biochemical, luminescence, 10 min; 0 = ATP-free wells, 1 = DMSO control; P08659;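 active = luciferase activation factor, scaled between plate controls, of at least 2 with compound at 10 µM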
#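 test system = cell-free luciferase reagent | medium = PBS as buffer for the ATP substrate | dosing = test compounds dosed from 2 mM stocks in 100% DMSO | incubation = 10 min at ambient temperature | detection = luminescence measurement of luciferase light output | benchmarks = low control with PBS replacing ATP, high control enzyme plus ATP without compound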
# APP transl inh: APP translation inhibition; actives 0.82% (n = 190,000); SH-SY5Y APP 5'UTR-luciferase reporter, luminescence; inhibition, % at 2 µM;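 active = inhibition above a set limit, derived from the sample mean plus 3 SD, cut at about 45% in these data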; also: values of inactives mirror those of a sister screen read the other way
# NF-kB expr up: NF-kB expression increase, human neuronal cells; NF-kB reporter expression; hits give high values; fold change at 12.5 µM; actives 1.6% (n = 190,000); in the data active = fold change above about 3.3
# STAT1 activator: increases IFN-gamma driven STAT1 reporter signal; activation (% of control), % at 5.5 µM; actives 2.6% (n = 200,000); NIH 3T3 STAT1-luciferase reporter, luminescence; 100% = IFN-gamma alone, no compound;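 active = activation above the screen-wide mean activation plus 3 SD, cut at about 130% in these data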;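 also: raw ratio to IFN-gamma control signal so 100% means no change and 0% no light; values of inactives mirror those of a sister screen read the other way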
# Numbers without * were called inactive; / = not tested or not shown.
SMILES,APP 5'UTR act,TLR4 MyD88 comp,FLuc inh counter,Diaphorase act,G6PDH CS,Diaph inh CS,FLuc act counter,APP transl inh,NF-kB expr up,STAT1 activator
O=c1[nH]c2cc3c(cc2cc1CN(Cc1cccs1)Cc1nnnn1Cc1ccco1)OCCO3,-4.6,-8.6,-4.2,0.5,8.9,47.7,1,4.6,0.73,102.5
Cc1noc(C)c1CSc1nc2ccccc2c(=O)n1-c1ccc(Cl)cc1,-10.5,-0.6,-3.1,0.9,0.5,11.0,1,10.5,0.92,86.6
O=[N+]([O-])c1ccc2nc(-[n+]3c(-c4ccccc4)cc(-c4ccccc4)cc3-c3ccccc3)[nH]c2c1,-18.9,-15.1,-6.4,0.8,-3.0,22.7,1.1,18.9,0.86,86.7
CC(C)OCCCNC(=O)c1ccc(N(C)S(C)(=O)=O)cc1,10.6,5.5,-3.3,0.9,12.7,6.7,1,-10.6,1.2,104.6
CCCCCCCCCCCCC(=O)CCCCC(=O)O,5.0,1.8,-6.1,1,7.9,1.2,1.1,-5.0,1.17,99.2
CCC(C)NC(=O)c1ccc(NC(=O)C2CCCO2)cc1 (stereo unspecified),-13.2,10.2,-0.6,0.9,3.4,7.3,1,13.2,1.3,102.8
N#Cc1cc2sc3nnc(-c4ccncc4)n3c2cc1C#N,-15.6,8.7,-5.3,0.8,-82.7,21.5,1.1,15.6,0.33,112.2
CC1CN(S(=O)(=O)N2CCOCC2)CCN1S(=O)(=O)N1CCOCC1 (stereo unspecified),10.6,-7.5,-6.5,0.9,9.9,13.9,1.1,-10.6,0.94,100.8
O=C(NNc1ccccc1Br)C(=O)n1ccc2ccccc21,5.0,15.3,9.1,0.8,-10.3,24.9,0.9,-5.0,1.36,85.7
CC(OC(=O)c1cccc(S(=O)(=O)Nc2ccccc2F)c1)C(=O)NCc1ccc2c(c1)OCO2 (stereo unspecified),-4.8,-5.5,-4.4,0.8,-7.0,21.2,1,4.8,1.19,94.8
COC(=O)c1ccc(NS(=O)(=O)c2ccc(SC)cc2)cc1,-0.9,-10.4,-2.2,0.8,-6.1,20.6,1,0.9,0.99,102.9
CCn1c2ccc(F)cc2c2nnc(NN)nc21,-7.3,6.9,1.9,0.9,-15.1,5.6,1,7.3,0.92,98.1
O=C(COc1ccccc1/C=C1\SC(=O)NC1=O)Nc1ccc(F)cc1,-0.7,-14.4,-0.5,0.7,-6.2,28.0,1,0.7,0.76,99.3
CN(C)c1ccc([N+](=O)[O-])cc1C(=O)O,17.7,4.6,-8.1,1,-19.0,4.9,1.1,-17.7,1.17,92.5
O=C(Nc1ccc(F)cc1)Nc1ccc(N2CCOCC2)c2nonc12,62.9,-16.2,-4.0,0.8,22.1,19.8,1,-62.9,1.32,127.1
Cc1cc(C)c2oc(-c3ccc(C)c(NC(=S)NC(=O)c4cccs4)c3)nc2c1,39.0,10.5,-0.1,0.9,6.1,7.5,1,-39.0,1.9,107.1
O=C(Nc1ccc(Nc2ccccc2)cc1)C(Cl)Cl,-4.0,1.9,2.2,0.9,13.7,8.2,1,4.0,0.79,110.4
CNc1cnn(-c2ccc(C)cc2)c(=O)c1Cl,69.8,4.4,23.5,1,-2.5,2.0,0.8,-69.8,2.58,128.8*
COc1ccccc1-c1nnc(SCc2ccccn2)n1C,6.1,-4.1,-3.3,1,26.9,1.5,1,-6.1,1.3,105.3
COCCN1CN=C(Nc2nc3ccccc3s2)NC1,4.3,4.1,-0.7,1,9.2,4.9,1,-4.3,1.21,103.5
Cc1ccc(Cn2nc(C)c(/C=N/NC(=O)c3cccnc3)c2C)cc1,1.4,0.3,-0.8,1,2.0,2.3,1,-1.4,0.93,96.4
CCC(c1nnnn1Cc1ccc(F)cc1)N1CCN(C)CC1 (stereo unspecified),2.2,-9.7,-5.0,0.9,8.4,6.9,1.1,-2.2,1.52,107.5
CCN1C(=O)c2ccc(C(=O)NCc3ccc4c(c3)OCO4)cc2C1=O,12.0,7.0,-9.3,0.9,4.6,5.1,1.1,-12.0,0.83,91.5
O=C(CSc1nc2ccccc2s1)N1CCCCC1,57.6,-0.5,7.7,0.8,15.0,18.6,0.9,-57.6,2.4,123.4
NC(=O)c1cc2ccccc2o/c1=N\NC(=O)c1ccco1,0.5,-2.0,-3.7,0.9,-6.6,11.7,1,-0.5,0.47,107.6

# 4 compounds out of the list, sorted by count of non-hydrogen atoms, rising.
SMILES,APP 5'UTR act,TLR4 MyD88 comp,FLuc inh counter,Diaphorase act,G6PDH CS,Diaph inh CS,FLuc act counter,APP transl inh,NF-kB expr up,STAT1 activator
O=C(CSc1nc2ccccc2s1)N1CCCCC1,57.6,-0.5,7.7,0.8,15.0,18.6,0.9,-57.6,2.4,123.4
CCC(C)NC(=O)c1ccc(NC(=O)C2CCCO2)cc1 (stereo unspecified),-13.2,10.2,-0.6,0.9,3.4,7.3,1,13.2,1.3,102.8
COC(=O)c1ccc(NS(=O)(=O)c2ccc(SC)cc2)cc1,-0.9,-10.4,-2.2,0.8,-6.1,20.6,1,0.9,0.99,102.9
O=C(COc1ccccc1/C=C1\SC(=O)NC1=O)Nc1ccc(F)cc1,-0.7,-14.4,-0.5,0.7,-6.2,28.0,1,0.7,0.76,99.3

# (next part)
SMILES,APP 5'UTR act,TLR4 MyD88 comp,FLuc inh counter,Diaphorase act,G6PDH CS,Diaph inh CS,FLuc act counter,APP transl inh,NF-kB expr up,STAT1 activator
CCCn1nc2cc(C(=O)NC3CCc4ccccc43)ccc2c1OCC (stereo unspecified),7.1,-5.5,-8.7,0.9,-9.0,11.1,1.1,-7.1,0.84,98.5
O=C(O)CCN=C1CCc2ccccc2N1,-7.4,-4.9,-3.9,1,3.3,4.5,1,7.4,1,97.2
CCCC(=O)N/N=C1\CS(=O)(=O)N(C)c2ccsc21,28.0,-0.5,-0.7,0.9,12.3,13.9,1,-28.0,0.89,105.6
COc1ccc(C(CC(=O)O)NC(=O)c2ccco2)cc1 (stereo unspecified),-16.5,-5.7,-4.8,0.9,9.8,10.5,1,16.5,1.42,100.9
C/C(N)=C(/C#N)C(=O)COC(=O)CNS(=O)(=O)c1ccc(C)cc1,-2.4,-1.1,-7.8,1,7.0,2.3,1.1,2.4,1.17,95.7
O=C(O)c1cccnc1Cl,-3.1,4.1,-2.2,1.1,14.4,-5.0,1,3.1,1.02,90.6
Cc1ccc2c(c1)CCCN2C(=O)NC1CCCCC1,-12.0,-2.2,-6.6,0.6,10.7,35.5,1.1,12.0,1.27,89.9
COc1ccc(C(=O)NCC(=O)OCn2nnc3ccccc3c2=O)cc1OC,-5.1,4.5,1.5,1.1,-2.3,-6.1,1,5.1,1.15,96.7
N#Cc1ccccc1NC(=O)COC(=O)CSc1nc2ccccc2o1,3.1,-1.4,9.2,0.9,27.3,12.7,0.9,-3.1,1.3,93.6
CNC(=O)CN1C(=O)NC2(CCc3ccccc32)C1=O (stereo unspecified),-0.3,-8.3,0.4,1.1,5.7,-8.4,1,0.3,1.14,101.4
COc1ccc(-c2csc(CCN3N=C(C)CC3=O)n2)cc1,-14.7,11.5,-2.8,0.7,-4.5,32.8,1,14.7,1.04,93.1
O=C1CC(c2ccccc2)=NN1c1nc(-c2ccccc2)cs1,-26.5,-5.8,-2.2,0.8,2.6,16.6,1,26.5,0.87,109.1
O=C(O)/C(=C\c1cccs1)c1ccc(F)cc1,-16.4,-2.3,-6.4,0.9,3.3,12.9,1.1,16.4,1.06,105.7
COC(=O)C(C)N(c1ccc(OC)cc1)S(C)(=O)=O (stereo unspecified),9.8,-7.4,-3.2,0.9,11.5,14.0,1,-9.8,1.3,102.3
Cc1ccc(NC(=O)CSc2nnc3n2CCCCC3)cc1,2.3,-6.2,-0.1,0.9,-0.4,9.6,1,-2.3,0.91,94.9
O=C(O)C1OC(C(=O)O)C2C1C(F)(F)C2(F)F (stereo unspecified),13.8,15.0,-3.2,0.8,8.9,17.8,1,-13.8,1.4,91.2
CCC(C)NCCOCCOc1ccc(Cl)c2ccccc12 (stereo unspecified),3.5,-1.8,-5.0,0.9,1.6,9.1,1.1,-3.5,0.67,96.5
COc1cccc(NC(=O)CC2C(=O)NC3CCCCC3N2C(=O)c2ccc(F)cc2)c1 (stereo unspecified),3.9,-19.9,-6.4,0.9,2.4,9.2,1.1,-3.9,0.86,88.4
COc1ccc(N2CC(NC(=O)NCCC(C)C)CC2=O)cc1 (stereo unspecified),-7.3,-3.9,-5.0,1,10.8,4.7,1.1,7.3,1.17,105.1
Cc1cc(NC(=O)CSc2ccc(-c3cccc([N+](=O)[O-])c3)nn2)no1,9.6,-5.9,-1.8,0.9,-5.5,7.2,1,-9.6,1.27,90.4
CN(Cc1ccccc1)S(=O)(=O)c1ccc2c(c1)n(C)c(=O)n2C,8.3,-18.4,-5.2,0.8,0.0,23.7,1.1,-8.3,1.18,102.1
Cc1cc(OCC(=O)c2ccc(F)cc2)ccc1N1C(=O)CCC1=O,9.0,-7.5,-0.7,0.9,-2.6,10.1,1,-9.0,1.08,99.8
O=C(Nc1cc2c(=O)n(-c3ccc(Oc4ccccc4)cc3)ccc2oc1=O)c1ccccc1,11.2,-21.1,-2.2,1,-3.3,-2.3,1,-11.2,0.94,100.3
COc1ccc(-c2nnc(SC(C)C#N)o2)cc1 (stereo unspecified),23.2,3.1,9.3,0.9,6.9,8.3,0.9,-23.2,1.97,109.9
Cn1c(=O)oc2cc(S(=O)(=O)N3CCN(c4ccccc4)CC3)ccc21,5.3,-14.2,-2.4,0.9,6.5,8.7,1,-5.3,1.23,108.1

# More structures.
SMILES,APP 5'UTR act,TLR4 MyD88 comp,FLuc inh counter,Diaphorase act,G6PDH CS,Diaph inh CS,FLuc act counter,APP transl inh,NF-kB expr up,STAT1 activator
CCc1ccc(NC(=O)COC(=O)C2(c3ccc(Cl)cc3)CCCC2)cc1,4.0,-4.3,-7.5,0.8,-4.8,21.1,1.1,-4.0,1.23,90.5
CC1CCCCN1S(=O)(=O)c1ccc(C(=O)Nc2nnc(-c3cccs3)o2)cc1 (stereo unspecified),-30.4,15.9,-5.5,0.8,1.0,21.3,1.1,30.4,0.56,96.5
CC(C)N(Cc1nc(-c2ccccc2)no1)C(=O)Cc1ccccc1,5.1,-4.9,-7.4,0.8,-3.4,17.5,1.1,-5.1,1.22,101.0
Cn1nc(OC(=O)Nc2ccc(Cl)cc2)cc1C(F)(F)F,/,3.8,0.6,0.9,-3.7,10.2,1,/,1.64,96.7
CN(C(=O)/C=C/c1ccc2c(c1)OCO2)c1ccccc1,5.0,-10.2,6.3,0.9,-2.5,6.2,0.9,-5.0,1.75,124.3
CCC(=O)Nc1nc2cc(OC)ccc2s1,86.5,-4.0,20.0,1,2.6,2.1,0.8,-86.5,3.64*,140.5*
COc1ccccc1C(=O)N1CCN(c2ccccn2)CC1,8.0,3.7,-2.0,1.1,6.9,-8.0,1,-8.0,1.22,98.1
N#C/C(=C\c1c[nH]c2ccccc12)C(=O)NCC1CCCO1 (stereo unspecified),24.2,9.2,12.3,1.1,12.7,-9.5,0.9,-24.2,1.42,119.5

# Screens deposited in PubChem by several laboratories.
